From PubChem BioAssay
tuberculosis growth: growth inhibition of non-replicating M. tuberculosis (AID 488890) | Mycobacterium tuberculosis non-replicating, growth inhibition; higher % means a stronger effect | inhibition, % at 25 µM; hits with a dose series show IC50 in µM | 320,000 tested, 0.39% active; in the data active = a potency from the dose series; inconclusive = inhibition mostly from about 82% at the one dose, without a potency; inactive = the rest, 99 in 100 with inhibition below about 76%;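 note: plate controls were DMSO cells for no effect and high antibiotic wells for full effect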
influenza NS1A: H1N1 influenza NS1A inhibitors, functional cell based assay (AID 504329). NS1A functional cell-based assay, percent inhibition; higher % means a stronger effect. inhibition, % at 12.5 µM; hits with a dose series show IC50 in µM. 340,000 tested, 0.3% active; in the data active = a potency from the dose series; inconclusive = inhibition above about 27% without an active follow-up result; note: strong numbers were not always called active
H37Rv inhibition: M. tuberculosis growth inhibition, HTS (AID 449762) | M. tuberculosis H37Rv growth inhibition, 7H9 media; higher % means a stronger effect | inhibition, % at 25 µM, or IC50 in µM where a hit was titrated | 330,000 tested, 0.59% active; in the data active = a potency from the dose series; inconclusive = inhibition above about 70% without an active follow-up result;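 note: bacterial growth assessed after seven days of incubation; strong numbers were not always called active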
Salmonella PhoP GFP: PhoP regulon inhibitors, Salmonella typhi PhoP promoter GFP reporter, confirmatory (AID 1850); Salmonella Typhi PhoP-promoter GFP reporter, fluorescence, 4 h; higher % means a stronger effect; 310,000 tested, 0.33% active; inhibition, % at 50 µM, or IC50 in µM where a hit was titrated; in the data active = a potency from the dose series; inconclusive = inhibition mostly from about 25% at the one dose, without a potency; inactive = the rest, 99 in 100 with inhibition below about 19%;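 note: 0% = induced wells with vehicle and 100% = uninduced wells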
inhibitors of VEEV: inhibitors of VEEV TC-83 cytopathic effect, confirmation, Vero cells (AID 588727) | one-dose inhibition, % at 20 µM; IC50 in µM for titrated hits | 350,000 tested, 0.13% active | Vero cells, VEEV TC-83 cytopathic effect inhibition; higher % means a stronger effect; in the data active = a potency from the dose series; inconclusive = inhibition mostly from about 14% at the one dose, without a potency; inactive = the rest, 99 in 100 with inhibition below about 12%; note: strong numbers were not always called active
inhibitors of VEEV 10K pilot screen: also measured in inhibitors of VEEV; calls as there; inhibition, %; measured here: 10K pilot screen inhibition
An asterisk follows results filed as active; i = inactive; ? = inconclusive; nt = not tested or not shown.

SMILES	tuberculosis growth	influenza NS1A	H37Rv inhibition	Salmonella PhoP GFP	inhibitors of VEEV	others
O=C(Nc1ccc(-c2noc(-c3ccccc3F)n2)cc1)c1cccs1	-2%	-4%	3%	-2%	0.6%
COc1ccccc1NS(=O)(=O)c1cccc(NC(=O)c2cc3ccccc3oc2=O)c1	11%	11%	16%	-2%	1.3%	inhibitors of VEEV 10K pilot screen=0.6
Cc1cc(C)c2cc(CN(CC3CCCO3)S(=O)(=O)c3ccc4c(c3)OCCO4)c(=O)[nH]c2c1 (stereo not drawn)	48%	0%	-1%	6%	5.4%
O=C(N/C(=C\c1ccco1)C(=O)N1CCOCC1)c1ccco1	-2%	3%	-5%	-6%	1.2%
COc1ccccc1CNCc1cccs1	-12%	-6%	-3%	-4%	0.1%
COc1ccccc1NC(=O)CSc1n[nH]c(Cc2ccccc2)n1	1%	-2%	-9%	-1%	3.3%
O=C(COC(=O)[C@H](Cc1ccccc1)NC(=O)c1cccs1)NC1CCCCC1	7%	-4%	12%	-9%	1.5%
CCn1c(SC(C)C(=O)Nc2ccc3c(c2)OCCO3)nnc1C1CC1 (stereo not drawn)	-44%	-1%	11%	nt	i
CC1(C)Cc2c(sc(NC(=O)c3ccc(Br)o3)c2C#N)CO1	17%	20%	1%	-2%	i
CCc1nnc(NC(=O)CCN(c2ccc(C)cc2)S(=O)(=O)c2ccccc2)s1	16%	-6%	-14%	-6%	i
O=C(NCc1ccccc1Cl)c1cccc2c1C(=O)c1ccc(-c3ccc(OC(F)(F)F)cc3)cc1S2(=O)=O	-9%	-20%	12%	nt	8.3%
O=C1NC[C@H](Cc2ccccc2)N(CC2CCN(CCCC3CCCC3)CC2)C1=O	nt	3%	nt	nt	i
Cc1cc(Nc2cccc(C(F)(F)F)c2)n2nc(C)nc2n1	7%	-12%	12%	2%	1.1%
CCc1ccc(Nc2oc(C)cc(=O)c2C(C)=O)cc1	?	-2%	70%	7%	0.1%
COc1ccc(OC)c(S(=O)(=O)N2CCC(C(=O)NCc3ccncc3)CC2)c1	-16%	8%	10%	2%	i
Cc1nc(SCC(=O)O)n[nH]1	3%	-16%	0%	11%	1.5%
CCOC(=O)c1cc2sccc2n1CC(=O)Nc1ccc2c(c1)OCCO2	21%	-6%	2%	-12%	0.5%
Cc1c(Cl)cccc1NC(=O)NC1CCCCC1	1%	1%	4%	-1%	1.2%
C=CCCC(=O)NC1CC(C)(C)Cc2c1cnn2-c1cccc(F)c1 (stereo not drawn)	-5%	-8%	5%	10%	i
Cc1ccc(C(=O)NCc2ccco2)c(C)c1	73%	-20%	2%	-5%	i
CC(=O)Nc1ccc(OCC(O)CN2CCN(c3ccc(Cl)cc3)CC2)cc1 (stereo not drawn)	5%	5%	5%	-3%	1.4%
CC1CCCCN1Cc1nc2c(c(=O)n(C)c(=O)n2C)n1CCc1ccccc1 (stereo not drawn)	25%	-1%	5%	13%	5.5%
Cc1nc(Nc2nc3c(c(=O)[nH]2)CCC3)nc2ccccc12	51%	-3%	61%	1%	4.0%
CCOC(=O)C1(CCOc2ccccc2)CCN(Cc2cnc(SC)nc2)CC1	14%	-3%	58%	9%	i
Cc1ccc(Nc2nc(N)nc(CSc3nnc(C)s3)n2)cc1	17%	4%	-3%	0%	9.2%

Reprinted from the part before: two entries, then new ones.
SMILES	tuberculosis growth	influenza NS1A	H37Rv inhibition	Salmonella PhoP GFP	inhibitors of VEEV	others
CCOC(=O)C1(CCOc2ccccc2)CCN(Cc2cnc(SC)nc2)CC1	14%	-3%	58%	9%	i
Cc1ccc(Nc2nc(N)nc(CSc3nnc(C)s3)n2)cc1	17%	4%	-3%	0%	9.2%
O=C(O)c1ccc2c(=O)n(-c3ccccc3F)c(=S)[nH]c2c1	-8%	-2%	-7%	-11%	1.2%
O=S(=O)(NCc1ccncc1)c1ccc(Br)s1	18%	-5%	-2%	-11%	i
CCN(CC(=O)N(CC(C)C)c1c(N)n(CC(C)C)c(=O)[nH]c1=O)Cc1nc2ccccc2c(=O)[nH]1	17%	-12%	-9%	2%	3.8%
CCN(CC)S(=O)(=O)c1ccc(C)c(NC(=O)COC(=O)[C@@H]2CCCN2C(=O)c2cccs2)c1	7%	11%	-2%	-15%	1.7%
CCc1ccc(/C=C2\SC(=S)N(CCC(=O)NC3=NCCS3)C2=O)cc1	10%	nt	0%	-8%	nt
COc1ccc(-c2nnc(SCC(=O)N3CCOCC3)o2)cc1OC	2%	-1%	-1%	5%	0.2%
CCCCN(C(=O)CCCc1nc2ccccc2s1)c1c(N)n(CCCC)c(=O)[nH]c1=O	-16%	-6%	-12%	-10%	8.0%
Fc1ccccc1CSc1nnnn1-c1ccc2c(c1)OCO2	42%	-2%	-2%	2%	1.9%
Cc1cc(C)n2nc(C(=O)N3CCCC(Nc4ccc(F)c(F)c4)C3)cc2n1 (stereo not drawn)	-19%	-7%	-25%	-6%	2.7%
CCOc1cccc(C(=O)N/N=C/c2coc3ccccc3c2=O)c1	27%	-4%	-2%	10%	2.0%
O=C(NCCc1ccccn1)c1ccc(NS(=O)(=O)c2ccc(F)cc2)cc1	9%	-1%	-7%	-8%	1.7%
O=C(NC1CCCCC1)c1cc2c(cc1Cl)N1CCCCCC1=NS2(=O)=O	nt	-7%	nt	nt	1.1%
COc1cc(/C=N/NC(=O)NC2CCCCC2)ccc1O	0%	6%	5%	17%	2.4%
Cc1cc(OCCCn2ccnc2)cc(C(C)C)c1	?	-4%	-8%	0%	1.1%
COCCN(C(=O)CSc1cc(C)c2ccccc2n1)c1c(N)n(CC(C)C)c(=O)[nH]c1=O	11%	-3%	-17%	nt	1.7%
CC(C)(C)C(=O)C[n+]1ccccc1	11%	2%	0%	0%	i
CCOC(=O)c1cc2c(ccn2C)n1CC(=O)N(CC)CC	0%	-15%	-4%	-7%	0.7%
COc1cc(NC(=O)NCC2CCN(Cc3ccccc3F)CC2)cc(OC)c1	15%	-7%	2%	2%	0.3%
O=[N+]([O-])c1ccc2nonc2c1Nc1ccccc1	11%	7%	7%	-4%	0.1%
COc1ccc(C(=O)NCCn2nc(C)cc2C)cc1OC1CCN(C(C)=O)CC1	-12%	-12%	-6%	-16%	5.7%
COc1ccc(C(C)=O)cc1CN(C)C	7%	11%	-8%	-2%	0.2%
CCN(CC)S(=O)(=O)c1cc(NC(=O)COC(=O)c2c(C)noc2C)ccc1C	30%	4%	-3%	nt	i
COc1ccc(C(=O)N/N=C/c2ccc(N3CCOCC3)o2)cc1OC	2%	0%	3%	-7%	0.8%
COP(=O)(OC)c1nc(-c2cccc3ccccc23)oc1N1CCCCC1	24%	-10%	8%	-4%	7.7%
CCCCNC(=O)/C(C#N)=C/c1ccc(-c2ccc(S(=O)(=O)N3CCOCC3)cc2)o1	40%	7%	1%	-1%	0.8%

New compounds follow.
SMILES	tuberculosis growth	influenza NS1A	H37Rv inhibition	Salmonella PhoP GFP	inhibitors of VEEV	others
COc1ccc(NC(=O)COC(=O)C2=COCCO2)cc1OC	-2%	-8%	0%	3%	0.9%
O=c1[nH]c(=S)[nH]c(O)c1/C=C1/C=c2ccccc2=N1	-7%	6%	5%	1%	13%
COc1cc(NC(=O)Cn2cnc(S(=O)(=O)N3CCCC3)c2)cc(OC)c1OC	-8%	-7%	2%	2%	5.5%
O=C(COC(=O)c1cccc(O)c1)Nc1ccc(S(=O)(=O)N2CCOCC2)cc1	-11%	-4%	-2%	nt	2.5%
CCOc1ccc(S(=O)(=O)NCCC(=O)N2CCN(c3ccccc3O)CC2)cc1	nt	-7%	-4%	6%	7.6%
CC(C)c1onc(C(=O)N2CCCCC2)c1[N+](=O)[O-]	-13%	17%	9%	-1%	i
Cc1cccc(NC(=O)CSc2nnc(CNC(=O)c3ccc(S(=O)(=O)N(C)C)cc3)n2-c2ccc(F)cc2)c1	25%	0%	-8%	-12%	1.2%
COc1ccc(C(=O)NCC(=O)N2CCN(c3ccc(Cl)cc3)CC2)cc1	-3%	-44%	2%	7%	i
Cc1cccc(C)c1OCc1nnc(NC(=O)CSc2ccc(Cl)cc2)s1	-8%	-3%	4%	-3%	1.0%
Cc1noc(C(=O)N2CCN(Cc3ccc4c(c3)OCO4)CC2)c1Cl	nt	-6%	0%	19%	0.0%
COc1cc(OC)c(C(=O)NNC(=O)CN(C)S(=O)(=O)c2ccc(Cl)cc2)cc1OC	-14%	-9%	-2%	7%	1.9%
O=C(NCCCN1CCOCC1)c1cc(S(=O)(=O)N2CCN(c3ccccc3)CC2)ccc1Cl	-1%	-7%	-10%	5%	i
CSc1nsc(SC)c1C(=O)N1CCN(S(=O)(=O)c2ccc(C)cc2)C1C (stereo not drawn)	18%	5%	-1%	5%	8.0%
CCOCCc1nnc(NC(=O)c2cccs2)s1	-5%	15%	0%	6%	3.6%
O=C(COc1ccc(Cl)cc1)NCc1nnc(SCC(=O)NC2CCCCC2)o1	43%	6%	-10%	-6%	0.6%
COCCCN1CC(=O)N2C(c3ccccc3)c3[nH]c4ccccc4c3C[C@H]2C1=O (stereo partly drawn)	15%	-5%	-3%	6%	i
CCCCSc1nc2c(c(=O)[nH]1)CCC2	10%	1%	0%	-7%	i
Cc1cccc(NC(=O)CNC(=O)c2ccco2)n1	-15%	-5%	-3%	3%	1.9%
COC(=O)c1cc(CNC(=O)c2ccc(S(=O)(=O)N(C)c3ccccc3)cc2)ccc1OC	23%	-5%	-3%	nt	8.1%
Nc1ccc(S(=O)(=O)NCc2ccccn2)cc1	-5%	-12%	7%	-9%	0.5%
Cn1nc(C(=O)Nc2cccnc2)c2ccccc2c1=O	-12%	-5%	-2%	4%	7.2%
Cc1nn(-c2ccccc2)c(C)c1NC(=O)COC(=O)c1ccccc1OC(F)F	nt	12%	-2%	-5%	1.7%
COc1ccc(C(=O)N/N=C(/C)c2cccc(NC(=O)c3ccncc3)c2)cc1OC	4%	3%	-2%	-4%	5.6%
CC12CCCCC1=NC(c1ccc(Br)cc1)N2O (stereo not drawn)	2%	-5%	-4%	-10%	0.3%
CC(=O)NN1C(=O)c2ccccc2NC1c1ccoc1 (stereo not drawn)	-11%	-8%	-1%	0%	0.7%
CC1c2nc3ccccc3n2C(CC(=O)NCc2ccccn2)C(=O)N1Cc1ccccc1 (stereo not drawn)	2%	7%	1%	1%	i
O=C(O)c1ccc(Cl)c(S(=O)(=O)NC(Cc2ccccc2)C(=O)O)c1 (stereo not drawn)	-5%	-8%	-1%	-24%	i
COc1ccc2[nH]c3c(c2c1)CCn1c-3nc2ccccc2c1=O	2%	-6%	4%	-14%	1.8%

4 structures already listed, sorted by count of non-hydrogen atoms, lowest first:
SMILES	tuberculosis growth	influenza NS1A	H37Rv inhibition	Salmonella PhoP GFP	inhibitors of VEEV	others
CC12CCCCC1=NC(c1ccc(Br)cc1)N2O (stereo not drawn)	2%	-5%	-4%	-10%	0.3%
O=C(O)c1ccc(Cl)c(S(=O)(=O)NC(Cc2ccccc2)C(=O)O)c1 (stereo not drawn)	-5%	-8%	-1%	-24%	i
O=C(COc1ccc(Cl)cc1)NCc1nnc(SCC(=O)NC2CCCCC2)o1	43%	6%	-10%	-6%	0.6%
Cc1nn(-c2ccccc2)c(C)c1NC(=O)COC(=O)c1ccccc1OC(F)F	nt	12%	-2%	-5%	1.7%

Fetched one by one from the entries so far, 7 records:
SMILES	tuberculosis growth	influenza NS1A	H37Rv inhibition	Salmonella PhoP GFP	inhibitors of VEEV	others
Cc1nn(-c2ccccc2)c(C)c1NC(=O)COC(=O)c1ccccc1OC(F)F	nt	12%	-2%	-5%	1.7%
Cc1cccc(C)c1OCc1nnc(NC(=O)CSc2ccc(Cl)cc2)s1	-8%	-3%	4%	-3%	1.0%
COC(=O)c1cc(CNC(=O)c2ccc(S(=O)(=O)N(C)c3ccccc3)cc2)ccc1OC	23%	-5%	-3%	nt	8.1%
COc1ccc(C(=O)N/N=C(/C)c2cccc(NC(=O)c3ccncc3)c2)cc1OC	4%	3%	-2%	-4%	5.6%
Cn1nc(C(=O)Nc2cccnc2)c2ccccc2c1=O	-12%	-5%	-2%	4%	7.2%
Nc1ccc(S(=O)(=O)NCc2ccccn2)cc1	-5%	-12%	7%	-9%	0.5%
CCOc1ccc(S(=O)(=O)NCCC(=O)N2CCN(c3ccccc3O)CC2)cc1	nt	-7%	-4%	6%	7.6%
